# MC4R antag cAMP – MC4R antagonists of cAMP signaling, primary screen, cell-based, TR-FRET, antagonist arm of biased-ligand search; Melanocortin receptor 4 (Homo sapiens), P32245; 360,000 tested, 0.48% active; inhibition, % at 6.5 µM; MC4R-expressing cells, MTII-stimulated cAMP, LANCE TR-FRET;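 active = inhibition above its plate's cutoff, the mean of tested wells on that plate plus 3 SD, cut at about 29% in these data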;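 note: 0% = Melanotan II alone and 100% = Melanotan II plus saturating MCL0020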
# Target sequence (P32245 whole entry, looked up): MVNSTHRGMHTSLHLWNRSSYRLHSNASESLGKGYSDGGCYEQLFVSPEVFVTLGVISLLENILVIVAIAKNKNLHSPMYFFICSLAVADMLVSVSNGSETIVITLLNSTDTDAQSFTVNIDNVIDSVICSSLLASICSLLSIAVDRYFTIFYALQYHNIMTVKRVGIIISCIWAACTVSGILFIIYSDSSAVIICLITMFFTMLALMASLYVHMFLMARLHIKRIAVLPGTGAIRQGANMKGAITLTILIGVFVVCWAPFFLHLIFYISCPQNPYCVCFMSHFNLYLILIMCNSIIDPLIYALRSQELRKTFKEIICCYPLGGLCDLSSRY
#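 System: U2OS-MC4R stable cell line; Technique: Eu-cAMP/anti-cAMP TR-FRET, emission 671 nm; Repeats: single well per compound; Also added: Melanotan II; Dosing: one concentration, 6.5 µM nominal; Schedule: 30-min compound, 1-h challenge, 1-h detection, room temperature.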
# ABCB6 inh 2 – ABCB6 transporter inhibitors, primary screen, K562-ABCB6 cells, flow cytometry, MLPCN library. 360,000 tested, 0.19% active. fluorescence ratio to DMSO, % at 10 µM. ATP-binding cassette sub-family B member 6 (Homo sapiens), Q9NP58. K562-ABCB6 porphyrin accumulation, 1 h; stronger effect = lower value;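 active = fluorescence ratio to DMSO below 75%, the collection mean minus 3 SD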;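 note: signal is porphyrin accumulated inside mitochondria; 100% equals median channel fluorescence of DMSO control wells; lower ratio means ABCB6 inhibition with less porphyrin fluorescence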
# HTR2A ag – mouse Htr2a agonists via beta-arrestin recruitment, primary screen, cell-based, luminescence | CHO-K1 mHTR2A beta-arrestin complementation; percent of 30 µM serotonin response | activation, % at 7.6 µM | 360,000 tested, 0.66% active;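 active = activation above a run cutoff, the mean activation of all tested compounds plus 3 SD, cut at about 14% in these data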;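 note: 0% = plate median of compound wells and 100% = 30 µM serotonin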
# Target sequence (P35363 whole entry, looked up): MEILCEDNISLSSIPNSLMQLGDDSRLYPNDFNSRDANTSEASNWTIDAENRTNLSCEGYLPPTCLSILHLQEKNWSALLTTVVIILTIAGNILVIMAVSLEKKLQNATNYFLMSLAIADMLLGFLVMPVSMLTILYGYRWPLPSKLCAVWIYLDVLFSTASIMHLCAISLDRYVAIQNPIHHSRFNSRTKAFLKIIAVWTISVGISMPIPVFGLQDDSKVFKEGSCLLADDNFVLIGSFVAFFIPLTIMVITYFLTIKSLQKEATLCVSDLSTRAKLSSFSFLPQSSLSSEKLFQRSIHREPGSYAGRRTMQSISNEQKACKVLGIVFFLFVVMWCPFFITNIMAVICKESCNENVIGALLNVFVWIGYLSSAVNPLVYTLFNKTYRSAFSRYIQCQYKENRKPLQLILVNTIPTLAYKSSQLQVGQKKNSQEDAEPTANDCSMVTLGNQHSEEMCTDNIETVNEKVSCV
# MC4R barr agon – MC4R agonists recruiting beta-arrestin, primary screen, cell-based, luminescence, agonist arm of biased-ligand search; activation, % at 8.9 µM; Melanocortin receptor 4 (Homo sapiens), P32245; U2OS MC4R beta-arrestin complementation; percent of melanotan II response, DMSO zero; AID 540308, 2011; 360,000 tested, 0.98% active;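 active = activation above a per-plate cutoff, the mean activation of sample wells on that plate plus 3 SD, cut at about 8% in these data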
# aDG glyco up – activators of alpha-DG glycosylation, primary screen, uHTS, Pro5-aDG cells, AlphaScreen; alpha-DG glycosylation AlphaScreen (IIH6); 0% Pro5, 100% B10-LARGE cell signal; activation, % at 10 µM; 360,000 tested, 0.22% active;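 active = activation of at least 8% versus controls, or a plate z-score of at least 8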;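 note: Pro5 are CHO cells carrying HIG-tagged alpha-DG that lacks glycosylation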
# N-glyco inh – increase of ERlucT glycosylation luciferase signal, primary screen, N-linked glycosylation inhibitor project, D54 ERlucT cells, luminescence, set 2; D54 ERlucT glycosylation luciferase reporter, 24 h; percent of 100 nM tunicamycin response; reporter increase, % at 12.5 µM; 360,000 tested, 0.23% active; AID 588692, 2011;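 active = mean luciferase reporter signal, scaled so untreated is 0 and the glycosylation-blocking control 100, at or above a set limit in every replicate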;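 note: luciferase carries N-glycosylation sites so blocking glycosylation raises the light; 0% = median of neutral control wells and 100% = median of 100 nM tunicamycin wells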
# CaV13 ICDI inh – Primary screen for inhibitors of IQ motif and Ca2+-dependent inactivation inhibitor domain binding in CACNA1D, Förster resonance energy transfer in living cells, …. AID 743397. inhibition, % at 12.3 µM. 340,000 tested, 0.098% active. HEK cells, CFP/YFP FRET ICDI-IQ, plate reader, 10 min; percent FRET-ratio fall versus neutral wells;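 active = mean replicate inhibition of at least 30% and at least 1% of replicates passing that level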;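 note: 0% = median of the neutral control wells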
# Cardio protect – cardioprotection against H2O2-induced cell death, primary screen, uHTS, H9c2 cells, ATPLite luminescence; protection from H2O2 cell death, % at 20 µM; H9c2 cardiomyocytes, H2O2 injury protection, 2 h; 360,000 tested, 0.63% active;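 active = compounds giving at least 50% protection of heart cells from peroxide-induced death in the single-dose screen, raw or plate-pattern-corrected value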;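 note: 0% = DMSO wells with peroxide and 100% = DMSO wells without peroxide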
# Vif imaging – HIV Vif self-association inhibitors, primary screen, imaging, HEK293T, single point | HEK293T cells, Vif self-association by quenched fluorescence, 24 h | inhibition, % at 7.49 µM | 340,000 tested, 0.35% active | AID 602346, 2012; in the data active = inhibition above about 50%, passing the limit was not always enough; note: some results filed as inactive read as strong as hits
# PDI inh – inhibitors of human PDI, primary screen, biochemical, turbidity, single point, plate reader | PDI insulin aggregation turbidity, A650, 90 min | Protein disulfide-isomerase (Homo sapiens), P07237 | inhibition, % at 10 µM | AID 588391, 2011 | 350,000 tested, 0.052% active;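 active = mean inhibition across replicates of 30% or more, whatever share of single replicates reach that level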;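 note: absorbance from insulin aggregation driven by PDI reduction with DTT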
# Starred values were filed as active, the others as inactive; i = inactive; x = no result given; & = joins results of further samples.
# Start of the listing, in advance (9 entries):
SMILES,MC4R antag cAMP,ABCB6 inh 2,HTR2A ag,MC4R barr agon,aDG glyco up,N-glyco inh,CaV13 ICDI inh,Cardio protect,Vif imaging,PDI inh
CCN(c1ccccc1)S(=O)(=O)c1ccc2[nH]cc(C(=O)N3CCOCC3)c(=O)c2c1,4,115,-6,-1.8,0.5,0,x,1,0,6
O=C(C1CCCCC1)N1C[C@@H](O)[C@H](n2cc(C3CC3)nn2)C[C@@H]1c1ccc(Cl)cc1,1,99,-2,0.8,-0.2,1,-3,4,x,-1
O=C(c1ccc2oc(CCCc3ccccc3)nc2c1)N1CCCC1,1,98,5,-3.0,0.0,-4,-7,0,4,10
Cc1nc2ccccc2c(=O)n1/N=C/c1ccccn1,9,97,0,-2.0,0.1,2,-10,5,16,-4
CC(=O)Oc1ccc(C(=O)Nc2cccnc2)cc1,6,98,1,-1.4,0.0,2,-2,-1,-1,3
O=C(CN1C(=O)C2CC=CCC2C1=O)OCC(=O)c1ccc(Cl)c([N+](=O)[O-])c1 (stereo unspecified),19,103,3,-4.4,-0.1,4,-7,7,6,-10
Cn1cc(C(=O)N2CCN(c3cccc(Cl)c3)CC2)c(=O)c2cc(S(=O)(=O)N3CCOCC3)ccc21,8,91,1,-2.7,0.1,3,-4,5,-8,2
CN(CCc1ccccn1)C(=O)CCC1CCCN(C(=O)c2ccccn2)C1 (stereo unspecified),9,123,13,-1.1,-0.2,2,10,-2,2,-1
Cc1cc(N)n(-c2ccc(S(N)(=O)=O)cc2[N+](=O)[O-])n1,-1,96,4,0.5,-0.3,1,-6,3,-1,0

# The whole of this part, from the first entry:
SMILES,MC4R antag cAMP,ABCB6 inh 2,HTR2A ag,MC4R barr agon,aDG glyco up,N-glyco inh,CaV13 ICDI inh,Cardio protect,Vif imaging,PDI inh
CCN(c1ccccc1)S(=O)(=O)c1ccc2[nH]cc(C(=O)N3CCOCC3)c(=O)c2c1,4,115,-6,-1.8,0.5,0,x,1,0,6
O=C(C1CCCCC1)N1C[C@@H](O)[C@H](n2cc(C3CC3)nn2)C[C@@H]1c1ccc(Cl)cc1,1,99,-2,0.8,-0.2,1,-3,4,x,-1
O=C(c1ccc2oc(CCCc3ccccc3)nc2c1)N1CCCC1,1,98,5,-3.0,0.0,-4,-7,0,4,10
Cc1nc2ccccc2c(=O)n1/N=C/c1ccccn1,9,97,0,-2.0,0.1,2,-10,5,16,-4
CC(=O)Oc1ccc(C(=O)Nc2cccnc2)cc1,6,98,1,-1.4,0.0,2,-2,-1,-1,3
O=C(CN1C(=O)C2CC=CCC2C1=O)OCC(=O)c1ccc(Cl)c([N+](=O)[O-])c1 (stereo unspecified),19,103,3,-4.4,-0.1,4,-7,7,6,-10
Cn1cc(C(=O)N2CCN(c3cccc(Cl)c3)CC2)c(=O)c2cc(S(=O)(=O)N3CCOCC3)ccc21,8,91,1,-2.7,0.1,3,-4,5,-8,2
CN(CCc1ccccn1)C(=O)CCC1CCCN(C(=O)c2ccccn2)C1 (stereo unspecified),9,123,13,-1.1,-0.2,2,10,-2,2,-1
Cc1cc(N)n(-c2ccc(S(N)(=O)=O)cc2[N+](=O)[O-])n1,-1,96,4,0.5,-0.3,1,-6,3,-1,0
CC12CN3CCN(CC(C3)/C1=N\NC(=O)c1ccccc1N)C2,8,96,-1,1.7,-0.1,1,-1,0,-5,5
COc1cc(-c2nnc(SCC(=O)/C(C#N)=C(\C)N)o2)cc(OC)c1OC,5,99,0,-0.6,0.1,3,-5,13,-5,7
CCOc1cc(C)c(Cl)cc1S(=O)(=O)n1cnc2ccccc21,-3,98,-1,-1.2,-0.2,1,-5,1,23,4
CCc1nc2ccc(C(=O)N3CCN(C(C)=O)CC3)cn2c1N(C=O)Cc1ccc(OC)cc1,8,97,1,0.3,-0.2,0,-6,-2,23,12
Cc1cc(Oc2ccccc2F)nc(NCc2ccccc2)n1,-4,93,2,3.4,3.4,1,x,-7,x,-6
CNC(=O)CSc1nnc(-c2cc(C)cc(C)c2)o1,-3,97,1,-0.2,0.3,2,-9,0,-8,-5
O=C(CSc1nnc(CNc2cccc(Cl)c2)o1)OC1CCCCC1,15,101,-1,1.4,-0.2,-2,-5,-19,32,1
O=C(/C=C/c1ccc(Cl)cc1)N1CCN(c2ccccc2[N+](=O)[O-])CC1,-5,96,-6,-1.1,-0.1,0,-5,1,-6,-3
COc1ccc(/C=C/C(=O)Oc2cccc(/C=N/NC(=O)Cc3ccc(Br)cc3)c2)cc1,1,99,-2,5.5,-0.3,1,-7,-1,4,3
Cc1ccc(S(=O)(=O)Cn2nnnc2C(CC(C)C)N2CCN(C(=O)c3ccco3)CC2)cc1 (stereo unspecified),13,100,-2,-0.7,-0.1,-2,-18,-1,2,4
CC(C)C(C(=O)Nc1cccnc1)N1C(=O)c2ccccc2C1=O (stereo unspecified),3,98,10,-1.2,-0.2,1,-4,-1,-1,-11
CSc1ncccc1C(=O)OCC(=O)NC(=O)NCCC(C)C,-4,92,1,0.2,0.7,3,-3,-1,-1,-8
COc1ccc(S(=O)(=O)NCCCn2ccnc2)cc1C(C)(C)C,1,97,5,0.4,-0.2,1,-4,5,6,16
O=C(NCc1cccnc1)C1CCN(S(=O)(=O)c2cccs2)CC1,3,102,5,-0.5,0.4,2,-5,0,0,-5
Cc1cc(C)c(C(=O)Nc2ccc(C)c(C)c2)c(CC(C)(C)C(=O)O)c1,-5,96,10,-2.1,0.0,2,-4,2,-3,-6
NS(=O)(=O)c1ccc(CCNC(=O)Cc2cccs2)cc1,17,98,0,0.6,-0.1,0,5,1,-5,3
COc1ccc(CNC(=O)CN(C(=O)CCC(=O)Nc2ccccn2)c2ccccc2OC)cc1,0,98,6,-1.6,0.1,0,x,9,-15,-4
Cc1ccc(N2CC(C(=O)NCCS(=O)(=O)N3CCN(c4ccccc4)CC3)CC2=O)cc1C (stereo unspecified),-2,93,2,-2.5,0.0,0,-14,10,-3,8
Cc1ccc(NC(=O)c2ccccn2)cc1S(=O)(=O)N1CCOCC1,-10,94,9,-2.1,-0.3,3,10,-6,0,17
C[n+]1c2cc(N)ccc2cc2ccc(N)cc21,-28&-29,i,-1&-1,-1.5&-0.9,0.2&0.3,-14&-12,11&11,-38&-37,i,-5&1
COc1ccc(OCCC(=O)Nc2ccccc2)cc1,11,99,-1,-0.7,-0.1,-1,-20,-7,15,-1
COc1ccccc1-c1c(C)nn2c(-c3ccccc3)cc(C)nc12,28,96,-4,2.0,0.2,-8,0,0,-14,0
O=C(C1CCCO1)N(Cc1ccccc1)c1ccccc1 (stereo unspecified),0,98,3,-1.4,-0.2,-2,-7,-1,x,7
O=C(Nc1cccc(C(F)(F)F)c1)c1ccc(-n2cncn2)nc1,5,103,0,-0.2,0.1,2,-3,-1,-1,-5
COc1ccc(S(=O)(=O)NC(C(=O)NCCc2ccccn2)C(C)C)cc1 (stereo unspecified),15,102,-2,-1.5,0.0,0,x,8,-3,5
CCOc1ccc(NS(=O)(=O)c2ccc(C(=O)NCC(c3ccco3)N(C)C)cc2)cc1 (stereo unspecified),5,96,-7,-0.7,0.0,-1,-5,2,-6,-5
CC1=CC2=NC(=O)CC(C)(C(=O)N(CC(=O)NC3CCCC3)c3ccccc3F)N2C=C1 (stereo unspecified),9,100,8,0.1,-0.2,1,-7,-2,32,13
CC1CCCCN1C(=O)c1ccc(COc2ccc([N+](=O)[O-])cc2)o1 (stereo unspecified),6,98,-3,-0.7,0.0,-1,-2,-2,-13,-12
O/N=C/c1cc2ccccc2n1Cc1ccccc1F,-1,101,-2,-2.5,0.0,-5,-2,-2,1,3
O=C(/C=C/c1ccc(F)cc1)c1ccc(N2CCOCC2)cc1,11,96,1,-2.5,0.5,-1,-5,-17,2,1
CCC(C)N(CCNC(=O)CC1Oc2ccccc2NC1=O)C1CCCCC1 (stereo unspecified),15,103,-1,1.7,-0.2,-1,13,2,6,-3
O=C(c1ccc2c(c1)OCO2)N(Cc1ccco1)C1(C(=O)NC2CCCCC2)CCCCC1,-1,99,-5,-0.5,0.7,-3,-5,-6,-8,2
FC(F)(F)c1ccccc1CNCc1ccc2c(c1)OCO2,2,99,1,-1.8,0.1,-1,-4,14,3,3
O=C1N=c2ccccc2=C1c1sc(Nc2cccc(O)c2)nc1O,19,98,-4,0.6,-0.2,0,-5,54*,-4,-4
COc1ccc(OC)c(NC(=O)C23CC4CC(C2)CC(n2cnc(Br)n2)(C4)C3)c1,-22,100,-6,-1.5,0.0,-1,-3,-1,-2,5
CCOC(=O)C1(CC2CC2)CCN(Cc2cn[nH]c2-c2ccccc2)CC1,5,96,0,-1.1,-0.1,2,-5,-5,-5,-1
COc1ccc(Cl)cc1NC(=O)CN(C)CC(=O)Nc1c(C)n(C)n(-c2ccccc2)c1=O,-1,90,0,-4.1,-0.1,0,-2,-2,-1,-9
Cc1n[nH]c(=O)c2c(NC(=O)CSc3nnc(-c4ccncc4)n3C)oc(C)c12,14,103,-8,-2.8,-0.2,-1,-3,-3,x,12
O=C(O)C1C(c2ccccc2)c2ccccc2C(O)C1CO (stereo unspecified),15,109,7,0.3,-0.3,-1,-5,-5,-17,6
COc1ccccc1NC(=O)/C(=C\c1cccnc1)NC(=O)c1ccc(C)cc1,3,99,0,-0.2,0.1,-1,-4,2,5,7
CCOC(=O)c1ccc(N/C=C/C(=O)C(C)(C)C)cc1,30*,101,3,2.0,0.8,-1,18,-9,7,-4
COc1ccccc1C(=O)NCCC(=O)NCc1cccs1,0,99,3,-2.3,0.6,2,-7,6,8,22
CCS(=O)c1ccccc1C(=O)O (stereo unspecified),2,100,-2,-1.5,-0.1,0,x,-6,8,2

# Screens as filed in PubChem BioAssay.
